Source: PubChem
M5 PAM = human M5 muscarinic receptor positive allosteric modulators, primary screen, CHO-K1 cells, Fluo-8 calcium fluorescence | CHO-K1 hM5, ACh EC20 PAM; 0% = ACh EC20, 100% = ACh EC100 | Muscarinic acetylcholine receptor M5 (Homo sapiens), P08912 | activation, % at 3 µM | 360,000 compounds, 0.3% hits;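 active = activation above the run cutoff, the mean activation of all test compounds plus 3 SD, cut at about 18% in these data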
Target sequence (P08912 whole entry, looked up): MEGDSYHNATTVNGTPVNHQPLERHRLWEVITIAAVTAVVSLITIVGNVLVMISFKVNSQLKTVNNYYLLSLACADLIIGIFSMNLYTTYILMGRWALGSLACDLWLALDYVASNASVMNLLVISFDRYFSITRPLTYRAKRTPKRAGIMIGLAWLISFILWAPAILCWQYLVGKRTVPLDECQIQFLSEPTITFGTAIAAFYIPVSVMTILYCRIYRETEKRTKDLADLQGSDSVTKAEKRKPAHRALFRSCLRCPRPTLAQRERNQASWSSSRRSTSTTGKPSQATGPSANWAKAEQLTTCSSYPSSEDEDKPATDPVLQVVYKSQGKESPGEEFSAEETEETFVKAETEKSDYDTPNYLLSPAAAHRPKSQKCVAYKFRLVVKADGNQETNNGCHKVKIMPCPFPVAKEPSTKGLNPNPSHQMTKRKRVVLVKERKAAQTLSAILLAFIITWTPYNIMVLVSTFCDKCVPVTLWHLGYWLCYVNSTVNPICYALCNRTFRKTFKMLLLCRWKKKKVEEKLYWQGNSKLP
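Replicates: One well per compound, no replicates | System: Human M5 receptor in CHO-K1 cells | Benchmarks: Low control EC20 acetylcholine (0%), high control EC100 acetylcholine (100%) | Probe or stimulus: Acetylcholine, EC20 level | Times: Fluo-8 loading 80 min at 37 °C plus 30 min room temperature | Signal: Intracellular calcium via Fluo-8 fluorescence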
M4 PAM = human M4 muscarinic receptor positive allosteric modulators, primary screen, CHO-K1 cells, Fluo-8 calcium fluorescence; Muscarinic acetylcholine receptor M4 (Homo sapiens), P08173; CHO-K1 hM4/Gqi5, ACh EC20; 0% = ACh EC20, 100% = maximal ACh; activation, % at 3 µM; 360,000 compounds, 0.4% hits; AID 624126, 2012;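 active = activation above its plate's cutoff, the mean activation of sample wells plus 3 SD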; also: some results filed as inactive read as strong as hits
Target sequence (P08173 whole entry, looked up): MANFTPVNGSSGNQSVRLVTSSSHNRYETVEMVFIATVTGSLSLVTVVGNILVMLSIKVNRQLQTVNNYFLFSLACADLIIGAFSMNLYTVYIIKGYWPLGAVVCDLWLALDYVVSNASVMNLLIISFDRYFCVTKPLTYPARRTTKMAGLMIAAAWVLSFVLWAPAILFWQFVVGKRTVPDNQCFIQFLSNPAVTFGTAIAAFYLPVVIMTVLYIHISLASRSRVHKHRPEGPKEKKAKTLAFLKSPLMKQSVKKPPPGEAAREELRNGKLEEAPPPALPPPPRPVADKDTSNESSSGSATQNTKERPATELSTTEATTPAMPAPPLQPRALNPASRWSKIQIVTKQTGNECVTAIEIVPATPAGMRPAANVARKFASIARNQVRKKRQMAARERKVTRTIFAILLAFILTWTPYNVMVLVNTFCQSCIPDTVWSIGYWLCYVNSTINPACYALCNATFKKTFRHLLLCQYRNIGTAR
M5 ag = human M5 muscarinic receptor agonists, primary screen, CHO-K1 cells, Fluo-8 calcium fluorescence. activation, % at 3 µM. CHO-K1 hM5 cells; 0% DMSO wells, 100% maximal acetylcholine response. 360,000 compounds, 0.19% hits;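 active = activation above the run's mean over test compounds plus 3 SD, cut at about 23% in these data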;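 also: signal is peak over basal fluorescence ratio across the kinetic read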
CHRM1 PAM = human M1 muscarinic receptor positive allosteric modulators, primary screen, CHO-K1 cells, Fluo-8 calcium fluorescence, 1536-well; activation, % at 3 µM; 360,000 compounds, 0.088% hits; CHO-K1 hM1, ACh EC20; 0% = ACh EC20, 100% = maximal ACh; Muscarinic acetylcholine receptor M1 (Homo sapiens), P11229; AID 588819, 2011; in the data active = activation above about 19%, passing the limit was not always enough
M4 ag = human M4 muscarinic receptor agonists, primary screen, CHO-K1 cells, Fluo-8 calcium fluorescence; CHO-K1 hM4/Gqi5; vehicle 0%, full acetylcholine response 100%; Muscarinic acetylcholine receptor M4 (Homo sapiens), P08173; activation, % at 3 µM; 360,000 compounds, 0.14% hits;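 active = activation above the run mean over all test wells plus 3 SD, cut at about 32% in these data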;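 also: peak over basal fluorescence ratio per well then scaled between controls; 0% = DMSO wells and 100% = acetylcholine at EC100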
M1 antag = human M1 muscarinic receptor antagonists, primary screen, CHO-K1 cells, Fluo-8 calcium fluorescence, 1536-well; Muscarinic acetylcholine receptor M1 (Homo sapiens), P11229; CHO-K1 hM1, ACh EC80 antagonist; inhibition, % at 3 µM; 360,000 compounds, 1.3% hits;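 active = percent inhibition above its own plate's cutoff, namely the mean of that plate's compound wells plus 3 SD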;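 also: peak over basal fluorescence ratio during 140 s after agonist addition; 0% = ACh EC80 plus DMSO and 100% = DMSO alone without agonist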
CHRM4 antagonist = human M4 muscarinic receptor antagonists, primary screen, CHO cells, Fluo-8 calcium fluorescence; 360,000 compounds, 0.73% hits; CHO-hM4 cells, ACh EC80; Muscarinic acetylcholine receptor M4 (Homo sapiens), P08173; inhibition, % at 3 µM; AID 624125, 2012;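 active = inhibition above its plate's cutoff, the mean inhibition of sample wells plus 3 SD, cut at about 27% in these data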;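 also: 0% = acetylcholine EC80 with DMSO and 100% = DMSO without agonist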
CRFBP-R2 agonist = agonists of CRF-BP/CRF-R2 complex, primary screen, cell-based, HEK293, calcium dye fluorescence, uHTS. CRF-binding protein / CRF receptor 2 complex (human). AID 588473, 2011. calcium dye fluorescence (FLIPR); percent of saturating CRF peptide response. 350,000 compounds, 0.46% hits. activation, % at 13.2 µM;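 active = activation of at least 50%, plus an integration ratio under a set limit after plate pattern correction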;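 also: plate controls were neutral control wells without compound for no effect and CRF at EC100 for full effect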
CHRM5 antagonist = human M5 muscarinic receptor antagonists, primary screen, CHO cells, Fluo-8 calcium fluorescence; Muscarinic acetylcholine receptor M5 (Homo sapiens), P08912; CHO-hM5 cells, ACh EC80; inhibition, % at 3 µM; 360,000 compounds, 0.59% hits; AID 624040, 2012;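 active = inhibition above a per-plate cutoff, the mean of that plate's test compounds plus 3 SD, cut at about 27% in these data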;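 also: 0% = acetylcholine EC80 with DMSO and 100% = DMSO without agonist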
* marks the source's active call; other numbers are inactive results.

What do the screens show for `CC(C(=O)Nc1ccccc1C(=O)O)n1c(C(F)(F)F)nc2ccccc21` (centres undefined)?
M5 PAM: 9; M4 PAM: 2; M5 ag: -2; CHRM1 PAM: 13; M4 ag: 0; M1 antag: -7; CHRM4 antagonist: 0; CRFBP-R2 agonist: -1.6; CHRM5 antagonist: -22

How did Cc1ccc(OCc2ccoc2C(=O)O)cc1C do in these assays?
M5 PAM: 0; M4 PAM: 3; M5 ag: -2; CHRM1 PAM: 5; M4 ag: 0; M1 antag: -3; CHRM4 antagonist: -1; CRFBP-R2 agonist: -1.4; CHRM5 antagonist: -1

What do the screens show for `O=C(NC1CCCC1)C(c1ccco1)N1CCN(c2c(Cl)cncc2Cl)CC1` (centres undefined)?
M5 PAM: 8; M4 PAM: -4; M5 ag: -4; M4 ag: 3; CHRM4 antagonist: -4; CHRM5 antagonist: -7

Results for O=C(CSCc1ccccc1)Nc1ccc2c(c1)C(=O)NC2=O ?
M5 PAM: -5; M4 PAM: -5; M5 ag: 1; CHRM1 PAM: 8; M4 ag: 4; M1 antag: -13; CHRM4 antagonist: 0; CRFBP-R2 agonist: 1.4; CHRM5 antagonist: 6

Results for Cc1cccc(NC(=O)CSc2nnnn2C)n1 ?
M5 PAM: -7; M4 PAM: 1; M5 ag: -2; CHRM1 PAM: 0; M4 ag: 0; M1 antag: 1; CHRM4 antagonist: -1; CRFBP-R2 agonist: -0.1; CHRM5 antagonist: 1

What do the screens show for `COc1ccc(OCC(=O)Nc2ccc3c(c2)nc(CCN2CCCCC2)n3C)cc1`?
M5 PAM: -7; M4 PAM: -6; M5 ag: -8; CHRM1 PAM: -1; M4 ag: 1; M1 antag: 2; CHRM4 antagonist: 9; CRFBP-R2 agonist: 2.3; CHRM5 antagonist: 16

Results for CC(C)(C)NCC(O)CON=C1c2ccccc2-c2ccccc21 (centres undefined) ?
M5 PAM: 6; M4 PAM: -1; M5 ag: 0; CHRM1 PAM: 8; M4 ag: 6; M1 antag: 1; CHRM4 antagonist: 5; CRFBP-R2 agonist: -0.5; CHRM5 antagonist: 5

How did COc1cc(/C=C/c2ccc3cccc(O)c3n2)cc(OC)c1OC do in these assays?
M5 PAM: -4; M4 PAM: -4; M5 ag: -8; CHRM1 PAM: 3; M4 ag: 5; M1 antag: 1; CHRM4 antagonist: 3; CRFBP-R2 agonist: 0.4; CHRM5 antagonist: 7

Results for Nn1cnnc1N/N=C/c1cc([N+](=O)[O-])c(Cl)cc1Cl ?
M5 PAM: 4; M4 PAM: 22; M5 ag: 2; CHRM1 PAM: 11; M4 ag: 1; M1 antag: -16; CHRM4 antagonist: 2; CRFBP-R2 agonist: -2.5; CHRM5 antagonist: 0

Results for CC1=Nn2c(nnc2-c2n[nH]c3c2CCC3)SC1 ?
M5 PAM: 1; M4 PAM: -2; M5 ag: -5; CHRM1 PAM: 1; M4 ag: 1; M1 antag: -2; CHRM4 antagonist: 1; CRFBP-R2 agonist: 3.9; CHRM5 antagonist: 7

What do the screens show for `CCCCOP(=O)(OCCCC)C(O)c1ccc(F)cc1` (centres undefined)?
M5 PAM: 1; M4 PAM: 7; M5 ag: 2; CHRM1 PAM: 7; M4 ag: 0; M1 antag: -8; CHRM4 antagonist: -6; CRFBP-R2 agonist: -1.8; CHRM5 antagonist: 10

Results for COc1cccc(/C=N/Nc2nc3ccccc3[nH]2)c1O ?
M5 PAM: -4; M4 PAM: 3; M5 ag: 1; CHRM1 PAM: 5; M4 ag: 6; M1 antag: -14; CHRM4 antagonist: -7; CRFBP-R2 agonist: -1.8; CHRM5 antagonist: 3

What do the screens show for `CCc1nnc(NC(=O)CC(=O)Nc2ccccc2C(=O)O)s1`?
M5 PAM: 1; M4 PAM: 12; M5 ag: 2; CHRM1 PAM: 2; M4 ag: -1; M1 antag: 4; CHRM4 antagonist: -7; CRFBP-R2 agonist: -2.5; CHRM5 antagonist: 1

How did O=C(COC(=O)c1ccc(O)cc1O)NC1CCS(=O)(=O)C1 (centres undefined) do in these assays?
M5 PAM: 1; M4 PAM: 3; M5 ag: 1; CHRM1 PAM: 7; M4 ag: 1; M1 antag: -9; CHRM4 antagonist: 0; CRFBP-R2 agonist: -2.0; CHRM5 antagonist: 5

What do the screens show for `O=S(=O)(NCc1ccccc1)NCc1cccc(C(F)(F)F)c1`?
M5 PAM: 1; M4 PAM: -1; M5 ag: -6; CHRM1 PAM: 8; M4 ag: -2; M1 antag: -4; CHRM4 antagonist: -3; CRFBP-R2 agonist: -1.7; CHRM5 antagonist: -3

How did COCCN(C(=O)COC(=O)C1CC(=O)N(c2ccc(C)cc2)C1)c1c(N)n(Cc2ccccc2)c(=O)[nH]c1=O (centres undefined) do in these assays?
M5 PAM: 1; M4 PAM: 6; M5 ag: -1; CHRM1 PAM: 6; M4 ag: 0; M1 antag: -9; CHRM4 antagonist: -2; CRFBP-R2 agonist: -0.2; CHRM5 antagonist: 6

Results for CCCCn1nnnc1C(c1cc2ccccc2o1)N1CCCCC1 (centres undefined) ?
M5 PAM: -4; M4 PAM: -2; M5 ag: -6; M4 ag: -3; CHRM4 antagonist: 2; CHRM5 antagonist: -2

How did COc1ccc(C(=O)/C(=C/c2cccs2)c2nc3ccccc3o2)cc1 do in these assays?
M5 PAM: -1; M4 PAM: -1; M5 ag: -7; CHRM1 PAM: -7; M4 ag: -1; M1 antag: -20; CHRM4 antagonist: -8; CRFBP-R2 agonist: 0.4; CHRM5 antagonist: 4

What do the screens show for `C(=C\c1ccccn1)/c1ccccn1`?
M5 PAM: -7; M4 PAM: 0; M5 ag: -1; CHRM1 PAM: 5; M4 ag: 1; M1 antag: -4; CHRM4 antagonist: 0; CRFBP-R2 agonist: -1.3; CHRM5 antagonist: 7

How did COc1cc(/C=C/C(=O)O)cc(S(=O)(=O)Nc2ccccc2C(=O)NCc2ccco2)c1OC do in these assays?
M5 PAM: 11; M4 PAM: 14; M5 ag: 2; CHRM1 PAM: 17; M4 ag: 0; M1 antag: -22; CHRM4 antagonist: 16; CRFBP-R2 agonist: 0.3; CHRM5 antagonist: 4

What do the screens show for `O=C(Nn1c(O)c(C=C2N=c3ccccc3=N2)sc1=S)c1ccccc1`?
M5 PAM: -9; M4 PAM: 2; M5 ag: 8; CHRM1 PAM: 6; M4 ag: 6; M1 antag: 3; CHRM4 antagonist: 12; CRFBP-R2 agonist: 4.7; CHRM5 antagonist: 12

Results for CC(/C=C/c1ccco1)=N/NC(=O)OC(C)(C)C ?
M5 PAM: -6; M4 PAM: -2; M5 ag: -1; CHRM1 PAM: 5; M4 ag: 2; M1 antag: -2; CHRM4 antagonist: -11; CRFBP-R2 agonist: 2.5; CHRM5 antagonist: -3

What do the screens show for `O=C(Oc1ccccc1)c1cccc(COC(=O)c2cnccn2)c1`?
M5 PAM: 0; M4 PAM: -1; M5 ag: 6; CHRM1 PAM: -1; M4 ag: 4; M1 antag: 3; CHRM4 antagonist: 6; CRFBP-R2 agonist: 0.8; CHRM5 antagonist: -7

Results for O=C(Nc1ccc(N2CCN(C(=O)c3ccco3)CC2)cc1)c1ccc([N+](=O)[O-])cc1Cl ?
M5 PAM: 0; M4 PAM: -1; M5 ag: 1; CHRM1 PAM: -4; M4 ag: 5; M1 antag: 2; CHRM4 antagonist: -3; CRFBP-R2 agonist: 0.2; CHRM5 antagonist: -1

What do the screens show for `COc1ccc(C(=O)N/C(=C\c2cc(OC)c(OC)cc2[N+](=O)[O-])C(=O)NCCO)cc1`?
M5 PAM: 7; M4 PAM: -2; M5 ag: 5; CHRM1 PAM: 4; M4 ag: 1; M1 antag: 1; CHRM4 antagonist: -6; CRFBP-R2 agonist: 0.1; CHRM5 antagonist: 3

Results for CCc1ccc(N/C(N)=N/c2nc(CSc3ncccn3)cc(=O)[nH]2)cc1 ?
M5 PAM: 1; M4 PAM: -6; M5 ag: -2; CHRM1 PAM: -3; M4 ag: 3; M1 antag: -1; CHRM4 antagonist: 10; CRFBP-R2 agonist: 1.1; CHRM5 antagonist: 8

Results for CSc1nsc(NC(=O)Nc2ccccc2)n1 ?
M5 PAM: -18; M4 PAM: -19; M5 ag: 6; CHRM1 PAM: -8; M4 ag: 17; M1 antag: 17; CHRM4 antagonist: 5; CRFBP-R2 agonist: 26; CHRM5 antagonist: 31*

How did Cc1ccc(C(NC(=O)N2CCOCC2)C(Cl)Cl)cc1F (centres undefined) do in these assays?
M5 PAM: -8; M4 PAM: 2; M5 ag: -2; CHRM1 PAM: 4; M4 ag: 0; M1 antag: -12; CHRM4 antagonist: -13; CRFBP-R2 agonist: 1.0; CHRM5 antagonist: 10

Results for O=Cc1cn(-c2ccccc2)nc1-c1cc2cc(O)ccc2oc1=O ?
M5 PAM: -5; M4 PAM: 1; M5 ag: 0; CHRM1 PAM: -14; M4 ag: 5; M1 antag: 6; CHRM4 antagonist: 2; CRFBP-R2 agonist: -0.5; CHRM5 antagonist: 5

Results for CCO/C(C)=C1\C(=O)Nc2ccccc21 ?
M5 PAM: -4; M4 PAM: 0; M5 ag: -7; CHRM1 PAM: -1; M4 ag: 0; M1 antag: -27; CHRM4 antagonist: -5; CRFBP-R2 agonist: -4.0; CHRM5 antagonist: 2

How did COc1cccc(C(=O)N(CN2CCCC2=O)c2ccccc2OC)c1 do in these assays?
M5 PAM: 0; M4 PAM: 11; M5 ag: 0; CHRM1 PAM: 5; M4 ag: 0; M1 antag: 3; CHRM4 antagonist: 11; CRFBP-R2 agonist: 0.2; CHRM5 antagonist: -4

Results for Cc1ccc(CN2CCN(Cc3ccncc3)CC2CCO)o1 (centres undefined) ?
M5 PAM: -1; M4 PAM: -5; M5 ag: -2; CHRM1 PAM: 2; M4 ag: 0; M1 antag: -9; CHRM4 antagonist: 1; CRFBP-R2 agonist: 0.6; CHRM5 antagonist: 6

How did CC(=O)Oc1ccc(N2C(=O)CCC2=O)cc1 do in these assays?
M5 PAM: -1; M4 PAM: 5; M5 ag: -4; CHRM1 PAM: 5; M4 ag: 1; M1 antag: -6; CHRM4 antagonist: -1; CRFBP-R2 agonist: 0.0; CHRM5 antagonist: 1

Results for Cc1c(C(=O)C(=O)NCc2cccs2)c2ccccc2n1C ?
M5 PAM: -9; M4 PAM: -1; M5 ag: -4; CHRM1 PAM: 6; M4 ag: 8; M1 antag: -8; CHRM4 antagonist: -2; CRFBP-R2 agonist: -3.6; CHRM5 antagonist: 2
